Assay outcomes: PubChem, National Center for Advancing Translational Sciences (NCATS)
MCF10A rerep: A quantitative high throughput screen for small molecules that induce DNA re-replication in MCF 10a normal breast cells; MCF 10A DNA re-replication, Hoechst nuclear intensity, 48 h; AID 624296, 2012; Potency, µM (doses to about 46.1 µM), for inactives: at the highest dose activity, positive = re-replication, usual class: activators; 2.9% of 350,000 active; further: potency means the concentration at half of the fitted maximal effect; % of control where 0% means no effect; nearly all actives have a fitted effect of over 50% in size
HT1080-NT tox: qHTS for induction of synthetic lethality in tumor cells producing 2HG: qHTS for the HT-1080-NT fibrosarcoma cell line; HT-1080-NT fibrosarcoma viability, CellTiter-Glo ATP luminescence, 48 h; Potency, µM (series often up to 46.1 µM), inactives show at the highest dose activity, negative = less viability, actives largely listed as cytotoxic; 1.6% of 360,000 active; AID 686970, 2013;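 further: NT is the 2HG producing partner of a matched IDH1 knockdown line; potency means the concentration at half of the fitted maximal effect; 0% = DMSO-treated cells and -100% = media-only wells without cells; nearly all actives have a fitted effect of over 55% in size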
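Toxicity toward the 2HG-producing NT line was scored as %Activity, normalised to DMSO and no-cell wells, from CellTiter-Glo luminescence after 48 hours' treatment.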
HT1080 IDH1KD tx: qHTS for induction of synthetic lethality in tumor cells producing 2HG: qHTS for the HT-1080-IDH1KD cell line; 2% of 360,000 active; HT-1080 IDH1 knockdown viability, ATP luminescence, 48 h; Potency, µM (series often up to 46.1 µM), for inactives: at the top dose activity, negative = toxicity, most hits filed as cytotoxic;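 further: potency means the concentration at half of the fitted maximal effect; 0% = DMSO wells and -100% = cell-free medium wells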
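In this qHTS, HT-1080 cells depleted of IDH1 are exposed for 48 h at 37 °C to compound titrations. Toxicity is scored from CellTiter-Glo luminescence, with DMSO as full viability and medium alone as none.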
ATXN2 expr inh: Primary qHTS for Inhibitors of ATXN expression; HEK-293 ATXN2-luciferase reporter, luminescence, 24 h; Potency, µM (titrated, usually from 57 µM), for inactives: top-dose activity change, negative = inhibition, actives largely listed as inhibitors; 0.72% of 360,000 active; further: potency means the concentration at half of the fitted maximal effect; on the % scale 0 is the no-effect control and ±100 the full control effect; nearly all actives have a fitted effect of over 55% in size
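ATXN2-luciferase reporter cells (luciferase flanked by upstream and downstream ATXN2 gene portions) were treated 24 h at 37 °C with compounds at up to 57 uM. SteadyGlo luminescence gave expression; GF-AFC fluorescence gave viability.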
SW480 rerep: A quantitative high throughput screen for small molecules that induce DNA re-replication in SW480 colon adenocarcinoma cells; Potency, µM (highest dose often 46.1 µM), inactives show at the top dose re-replication activation, hits mostly activators; 1.8% of 340,000 active; SW480 DNA re-replication, Hoechst DNA content imaging, 48 h; AID 624297, 2012; further: potency means the concentration at half of the fitted maximal effect; % of control where 0% means no effect; nearly all actives have a fitted effect of over 55% in size
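Treated cells incubate 48 hr (37 C, 5% CO2), are stained 40 min with Hoechst, and nuclear fluorescence is enumerated; a rise in nuclei with high DNA signal marks re-replication.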
KB-V1 cytotox: qHTS assay for MDR1-selective chemotherapeutics: Primary screen using the drug-selected MDR subline cells KB-V1. KB-V1 MDR cells viability, CellTiter-Glo, 72 h. Potency, µM (top dose mostly 46.1 µM), inactives show at the highest dose activity change, negative = cytotoxicity, most hits filed as cytotoxic. AID 1347076, 2019. 3.4% of 400,000 active; further: potency means the concentration at half of the fitted maximal effect; on the % scale 0 is the no-effect control and ±100 the full control effect; nearly all actives have a fitted effect of over 60% in size
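Drug-selected KB-V1 cells, grown in DMEM lacking phenol red with 10% FBS, receive compound titrations; after three days at 37 degrees C, surviving cell ATP is quantified by CellTiter-Glo luminescence and responses normalized and curve-fitted.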
KB-3-1 tox: qHTS assay for MDR1-selective chemotherapeutics: Primary screen using the parental adenocarcinoma cell KB-3-1; KB-3-1 viability, CellTiter-Glo ATP luminescence, 72 h; Potency, µM (titrated, usually from 46.1 µM), without a hit: top-dose activity change, negative = cytotoxic, actives largely listed as cytotoxic; 1.4% of 400,000 active; further: potency means the concentration at half of the fitted maximal effect; on the % scale 0 is the no-effect control and ±100 the full control effect; nearly all actives have a fitted effect of over 60% in size
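Parental KB-3-1 adenocarcinoma cells in phenol-red-free DMEM with 10% FBS were pin-treated with compounds at several concentrations, incubated 72 h at 37 °C, and viability read by CellTiter-Glo luminescence; concentration-effect curves were fitted after normalization.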
IL1B secr inh: qHTS for Inhibitors of Inflammasome Signaling: IL-1-beta AlphaLISA Primary Screen; THP-1 LPS/ATP IL-1B secretion, AlphaLISA, 16 h; hits give low values; activity change, % at 57.5 µM; 4.7% of 360,000 active; AID 743279, 2014; in the data active means activity change below about -50%; inconclusive means mostly about -30% to -49%; further: on the % scale 0 is the no-effect control and ±100 the full control effect
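Secreted IL-1B measured by AlphaLISA bead assay after 16 h compound exposure of THP-1 cells; compounds (final up to 57.5 uM) added 1 h before LPS (250 ng/mL) and ATP (1.25 mM) stimulation; lower signal means less secretion.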
ATXN viability: Viability Counterscreen for Primary qHTS for Inhibitors of ATXN expression; S2 cells (HEK-293 line with an ATXN2-luciferase reporter) viability, CellTiter-Fluor protease fluorescence, 24 h; Potency, µM (top dose mostly 56.7 µM), actives largely listed as cytotoxic; 0.49% of 400,000 active; further: potency means the concentration at half of the fitted maximal effect; nearly all actives have a fitted effect of over 40% in size
* marks the source's active call; other numbers are inactive results; i = inactive; u = inconclusive; x = not tested or not shown; [ ] = another dose, or the depositor's remark. Unless noted, the call rests on the fitted dose curve; in most records, active means well fitted curve in the direction sought with a large enough effect; inconclusive means small, poorly fitted or top-dose-only effect, or another doubt; inactive means no such curve, though single readings can be large; an effect the other way counts as inactive or inconclusive.

SMILES	MCF10A rerep	HT1080-NT tox	HT1080 IDH1KD tx	ATXN2 expr inh	SW480 rerep	KB-V1 cytotox	KB-3-1 tox	IL1B secr inh	ATXN viability
Cc1cccc(C)c1NC(=O)C(c1ccccc1)N1CCN(C(=O)c2ccco2)CC1 (configuration not stated)	-27%	9%	14%	-5%	0%	15%	14%	-9	i
Cc1cccc(C)c1NC(=O)c1cccc(N2C(=O)C3CCC(C)CC3C2=O)c1 (configuration not stated)	-3%	-1%	1%	-4%	-2%	21%	0%	0	i
O=C1CCc2cc(S(=O)(=O)Nc3ccccc3F)ccc2N1	-6%	10%	2%	-6%	1%	u	-4%	35	i
Cc1cccc(Nc2nnc(SCC(=O)NC(=O)CN3CCCC3=O)s2)c1	0%	3%	6%	14%	-21%	u	18%	14	i
O=C(CNC(=O)c1ccco1)Nc1ccc2c(c1)OCCO2	x	3%	-3%	-20%	x	-10%	1%	-15	i
COc1ccc(NS(=O)(=O)c2ccc(-c3cnc(C4CC4)o3)cc2)cc1Cl	x	x	x	u	x	-5%	u	x	i
O=C(O)CC1S/C(=N/N=C/c2ccccn2)NC1=O (configuration not stated)	0%	-1%	-3%	x	3%	16%	-4%	20	i
CC(=O)N1CC(c2ccccc2)C(c2ccc(Cl)cc2)=N1 (configuration not stated)	5%	4%	-1%	-11%	-2%	15µM*	-12%	0	i
O=C(NCc1ccc(Cl)cc1)c1ccc2c(c1)nnn2C1CCCC1	x	x	x	-5%	x	19%	-6%	x	i
CC(C)OC(=O)CN1C(=O)C(C)(C)Oc2ccc(C(=O)NC3CC3)cc21	0%	-2%	0%	5%	-19%	u	13%	21	i
CC(=O)c1cccc(S(=O)(=O)Nc2ccccc2N2CCOCC2)c1	-1%	0%	1%	-4%	-10%	0%	-12%	9	i
CCOC(=O)C1=C(C)Nc2nc3ccccc3n2C1c1ccncc1 (configuration not stated)	7%	-2%	-5%	x	-11%	-28%	4%	-22	x
Cc1cc(C)cc(NC(=O)/C=C/c2ccc([N+](=O)[O-])s2)c1	4.1µM*	u	u	u	u	u	6.5µM*	-102*	i
COc1ccc(CCNC(=O)CN(Cc2ccc(Cl)cc2)S(C)(=O)=O)cc1	4%	2%	-1%	x	0%	u	-12%	-2	i
Cc1nc(-c2ccc(Cl)cc2)sc1C1(C)CC(c2ccc(Cl)cc2)=NO1 (configuration not stated)	u	2%	7%	-2%	0%	-18%	4%	-12	i
CC(C)(C)C(=O)OCc1ccc(C2=CC(=O)CC(C)(C)C2=O)cc1	x	-3%	-1%	-6%	x	1%	-5%	21	u
O=C(Nc1nsc(-c2ccccc2)n1)c1cccs1	u	-16%	-4%	11%	-1%	u	-5%	2	i
CC(C)NC(=O)COC(=O)C1CSC2(c3ccc(Br)cc3)CCC(=O)N12 (configuration not stated)	-43%[inhibitor]	8%	10%	-22%	-49%[inhibitor]	3%	13%	12	i
Cc1cc(/C=C(\C#N)C(=O)NC2CCCCCC2)c(C)n1C	6%	16%	5%	21%	4%	28%	-1%	-53*	x
COc1ccc(OC)c(CCNC(=O)CCc2nnc3ccc(N4CCCC4)nn23)c1	0%	u	9%	5%	-6%	u	12%	-12	i
COC(=O)c1ccc(CSc2nc(-c3ccco3)cc(C(F)(F)F)n2)o1	5%	-11%	-13%	-10%	1%	u	u	5	i
Cc1ccc(-n2nc3c(=O)n(C(C)C(=O)NCCc4cccs4)nc(C)c3c2C)cc1 (configuration not stated)	0%	-10%	-23%	x	-4%	u	-21%	-17	x
[O-]/[N+](=C\c1ccccc1)[C@@H]1CCCC[C@@H]1/[N+]([O-])=C/c1ccccc1	11%	u	13%	4%	-5%	7%	0%	20	i
O=C(O)C1CCN(c2ccc(S(=O)(=O)N3CCOCC3)cc2[N+](=O)[O-])CC1	-3%	12%	5%	x	2%	13%	-19%	2	i
CN(CC(=O)Nc1ccc(F)cc1)CC(=O)N1CCc2ccccc21	6%	0%	1%	1%	u	-8%	-6%	-2	i

3 entries already listed, arranged by their value in IL1B secr inh, rising:
| mol | SW480 rerep | IL1B secr inh |
| --- | --- | --- |
| Cc1nc(-c2ccc(Cl)cc2)sc1C1(C)CC(c2ccc(Cl)cc2)=NO1 (configuration not stated) | 0% | -12 |
| O=C(Nc1nsc(-c2ccccc2)n1)c1cccs1 | -1% | 2 |
| O=C(O)CC1S/C(=N/N=C/c2ccccn2)NC1=O (configuration not stated) | 3% | 20 |

(next part)
SMILES	MCF10A rerep	HT1080-NT tox	HT1080 IDH1KD tx	ATXN2 expr inh	SW480 rerep	KB-V1 cytotox	KB-3-1 tox	IL1B secr inh	ATXN viability
CCOc1ccc(OCC)c(NC(=O)CSCC(=O)O)c1	0%	19%	1%	-27%	2%	10%	2%	29	u
CC(C)C[C@@H](CN1CCC[C@@H]1CN1C(=O)C(=O)NC[C@@H]1Cc1ccccc1)N1C[C@H](Cc2ccc(O)cc2)N(CCc2ccccc2)C(=O)C1=O	1%	1%	-4%	-4%	-18%	-8%	-4%	0	i
CC1CCc2c(sc3nc(CN4CCN(S(=O)(=O)c5ccccc5[N+](=O)[O-])CC4)[nH]c(=O)c23)C1 (configuration not stated)	17%	8%	1%	-20%	20%	-26%	-4%	u	i
COC(=O)[C@]12CCCCC=C1N(Cc1cccc3ccccc13)C(=O)[C@H](CC(=O)NCc1cccc3ccccc13)C2	x	-14%	-16%	7%	x	0%	-25%	-19	i
O=C(Nc1ccccc1[N+](=O)[O-])C1C(c2ccccc2)=C1c1ccccc1	7%	11%	4%	3%	-4%	u	-2%	u	i
NS(=O)(=O)c1ccc(NS(=O)(=O)/C=C/c2ccccc2)cc1	16%	1%	-7%	-4%	2%	-5%	0%	-6	i
O=C(CNC(=S)N(CCCN1CCOCC1)Cc1cccs1)NCCN1CCOCC1	-2%	9%	17%	-5%	2%	u	-3%	1	i
CSCC[C@H](NC(=O)OC(C)(C)C)c1nnc(SCc2ccc(F)cc2)o1	u	-5%	-7%	-16%	2%	21µM*	-27%	-12	i
O=C(NC1CCCC1)C1CC(=O)N(C2CCCCCCC2)C1 (configuration not stated)	3%	1%	6%	13%	-3%	-8%	-8%	28	i
Cc1ncoc1C(=O)Nc1cccc(Cl)c1	0%	15%	1%	30%	-7%	5%	-15%	1	i
COc1cc2c(cc1OC)CN(C(C)C(=O)N1CCc3ccccc31)CC2 (configuration not stated)	u	u	u	-25%	u	u	u	37	i
Cc1c(NC(=O)COC(=O)CCc2c[nH]c3ccccc23)c(=O)n(-c2ccccc2)n1C	u	22%	4%	8%	-2%	x	x	6	u
O=C(O)c1ccc(-n2cccc2/C=C2/SC(=O)N(CC(=O)N3CCCC3)C2=O)cc1	1%	1%	5%	1%	2%	u	-4%	11	i
C[C@@H]1CN(Cc2cn(C)nc2-c2cccc(Cl)c2)C[C@H](C)O1	25%	4%	-2%	-9%	1%	5%	-3%	2	i
Cc1ccc(NC(=S)NC(NC(=O)Cc2cccc3ccccc23)C(Cl)(Cl)Cl)cc1 (configuration not stated)	u	-5%	6%	-24%	-1%	u	2%	1	i
Fc1ccc(CSc2nc3ccccc3[nH]2)c2ccccc12	u	u	u	12%	-1%	u	-2%	2	i
Cn1ccc(O)c(C#N)c1=O	15%	1%	3%	-3%	4%	-8%	0%	4	i
Cc1cc(C(=O)CN2C(=O)NC(C)(c3ccc(F)c(F)c3)C2=O)c(C)n1C1CC1 (configuration not stated)	x	-10%	3%	x	x	12%	-9%	28	i
CC(CN(C)Cc1ccccc1)OC(=O)C1COc2ccccc2O1 (configuration not stated)	1%	23%	4%	0%	-4%	20%	14%	-1	i
O=C(Nc1ccc(C(=O)N2CCC(O)(c3ccc(Cl)c(C(F)(F)F)c3)CC2)cc1)c1ccc(Br)o1	-12%	-17%	-8%	u	-8%[9.22 µM]	-4%	u	-61*	i
C=CCNc1nc(NCc2cccc(OC)c2)c2sc(-c3ccccc3)cc2n1	x	u	u	u	x	u	u	-108*	u
CCOC(=O)C(Cc1ccccc1)C(=O)Nc1ccc(NC(=O)C(Cc2ccccc2)C(=O)OCC)cc1 (configuration not stated)	-5%	18%	22%	6%	1%	u	21%	7	i
COC(=O)[C@@H](Cc1ccccc1)NC(=O)NCCc1ccc(OC)c(OC)c1	-7%	3%	9%	x	6%	11%	4%	3	i
CCOC(=O)N1CCC(NC(=O)c2cc(C(=O)Nc3ccc(F)cc3F)ccc2CO)CC1	6%	u	4%	-10%	-4%	11%	0%	3	x
Cc1ccc(NC(=O)CCN2CCN(C)CC2)cc1	15%	15%	3%	-3%	0%	-13%	13%	-4	i
CC1CC(C)(C)CC2(C1)NC(=O)N(CC(=O)N1CCN(S(=O)(=O)c3cccc(F)c3)CC1)C2=O (configuration not stated)	28%	1%	2%	-6%	3%	-17%	-5%	-5	i
Cc1cc(C)cc(C(=O)NC(=S)Nc2ccc3[nH]c(=O)[nH]c3c2)c1	1%	1%	-6%	-31%	-1%	-17%	11%	-1	i
CCN(CC)CCCNC(=S)N(CCO)Cc1cc2cc3c(cc2[nH]c1=O)OCCO3	6%	-8%	-6%	-4%	3%	8%	2%	-3	i
CC(C)CCOc1ccc(C(=O)NN2C(=O)NC3(CCCCC3)C2=O)cc1	7%	7%	6%	7%	-4%	u	1%	25	i

Copied from the list.
Value for Cc1cc(/C=C(\C#N)C(=O)NC2CCCCCC2)c(C)n1C under IL1B secr inh: -53*
Value for CC1CC(C)(C)CC2(C1)NC(=O)N(CC(=O)N1CCN(S(=O)(=O)c3cccc(F)c3)CC1)C2=O (configuration not stated) under KB-V1 cytotox: -17%
Value for COc1ccc(NS(=O)(=O)c2ccc(-c3cnc(C4CC4)o3)cc2)cc1Cl under KB-V1 cytotox: -5%
